Pf Dd2 inh = inhibitors of Plasmodium falciparum Dd2 growth; P. falciparum Dd2 growth, SYBR Green, 72 h; Potency, µM (top dose mostly 28.9 µM), inactives show at the top dose activity, negative = inhibition, actives largely listed as inhibitors; 4.3% of 120,000 active; active = well fitted inhibition curve with a large enough effect; inconclusive = small, poorly fitted or top-dose-only effect; inactive = no such curve, though single readings can be large or run the other way;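 note: plate controls were DMSO vehicle for no effect and reference drug for full effect; nearly all actives have a fitted effect of over 65% in size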
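Readout: SYBR Green fluorescence, 485 nm excitation, 535 nm emission, after ~16 h lysis at 37C. Before that, Dd2-infected red cells (2.5% hematocrit) grew 72 h with compound, 29 uM top final concentration.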
The depositor's hits bear a star; i = inactive; ? = inconclusive; [ ] = dose if it differs, or a comment. Potency is the fitted concentration of half-maximal effect.

SMILES	Pf Dd2 inh
Cn1ncc(N2CCC(CNC(=O)CCN3CCCCC3=O)C2)cc1=O (configuration not stated)	-11%
COCCn1c(=O)c2c(n1Cc1ccccc1)CN(Cc1ccc(C(C)C)cc1)CC2	-10%[44.1 µM]
COc1cccc(CN2CC[C@H]3C(=O)NCCCCCCN(Cc4ccncc4)[C@@H]3C2)c1OC	?
CSCCC(NS(=O)(=O)c1ccc2c(c1)oc(=O)n2C)C(=O)NCc1ccc(F)cc1 (configuration not stated)	25%
CSc1ccc(CCNC(=O)c2cc(C)nc3c2c(C)nn3-c2cccc(F)c2)cc1	11%
CCCC(=O)N1Cc2ccccc2CC2(CCN(Cc3ccc(O)cc3)C2)C1 (configuration not stated)	13µM*
Cc1ccc2c(CC(=O)Nc3c(C(=O)c4ccc(F)cc4)oc4ccccc34)coc2c1	?
Cc1cccc(Cn2ccn(Cc3ccc(Cl)cc3)c(=O)c2=O)c1	50%[activator]
Cc1ccc(CNC(=O)C(=O)NCC(c2cccs2)S(=O)(=O)c2ccccc2)cc1 (configuration not stated)	i
CCOC(=O)C1CCN(C(c2cccc(F)c2)c2c(O)cc(C)n(CCOC)c2=O)CC1 (configuration not stated)	122%[activator]
COCCOC1CN(C2CCN(C(=O)CC3CCN(C(C)=O)CC3)CC2)C12CCCCC2 (configuration not stated)	2%
O=C(c1ccc2c(Cl)c3c(nc2c1)CCCC3)N1CCN(c2ccc(Cl)cc2)CC1	1%
Cc1ccccc1-c1nc(C2CC(=O)N(c3ccc(F)cc3)C2)no1 (configuration not stated)	36%[activator]
Cc1ccc(-c2ccc3nnc(CNC(=O)c4ccc(F)c(F)c4)n3n2)cc1C	i
CCOC(=O)Cn1c(=O)n(C2CCCCC2)c2nc(-c3ccc(Cl)cc3)nc(C(N)=O)c21	10%
Cc1noc(C)c1NC(=O)N1CCC(c2n[nH]c(=O)n2-c2ccccc2)CC1	?
Cc1cc(F)ccc1NC(=O)C1CN(S(C)(=O)=O)CC12CCCCC2 (configuration not stated)	-24%
CCCNC(=O)N1CCC2(CC1)NCCc1c2[nH]c2ccccc12	?
CCc1ccc(NC(=O)C2CCN(S(=O)(=O)c3c(C)noc3/C=C/c3ccco3)CC2)cc1	?
O=C(c1ccc(Cl)cc1)N1CC2(CCCN2CC2CCCCC2)Cc2ccccc21 (configuration not stated)	?
Cc1nn(C)c(C)c1CCC(=O)N1CCc2[nH]cnc2C1C(=O)O (configuration not stated)	-20%
O=C(CCN1c2ccccc2Sc2ccccc21)N1CCCC(c2nc(C3CCOCC3)no2)C1 (configuration not stated)	-8%
CCOC(=O)c1ccc(NC(=O)c2c(-c3c(F)cccc3Cl)noc2C)cc1	-15%
Cc1ccccc1S(=O)(=O)N1CCn2c(nn(CC3CC3)c2=O)C1	-9%
Cn1cccc1CN1CC2(C1)NC(=O)c1ccccc1O2	i
Cc1ccc(C2=Nc3ccccc3N=C(c3ccc(F)cc3)C2)c(O)c1	?
O=C(O)C1CCCN(Cc2ccccc2OCCCN2CCOCC2)C1 (configuration not stated)	-1%
CCSc1nc2sc3c(c2c(=O)n1-c1ccc(C)c(Cl)c1)CCN(C(C)=O)C3	0%
O=C(CSc1nccn1Cc1ccc(F)cc1)NCc1ccccc1	97%[activator]
COc1ccc(-c2nc3ccccc3s2)cc1NC(=O)c1ccc(F)cc1	i[5.79 µM]
COc1cccc(NC(=O)Cn2nc3n(c2=O)CCCC3)c1	-2%
O=C(c1cccs1)N1CCCN(c2cc(-c3ccc(Cl)cc3)[nH]n2)CC1	-9%
CC(=O)c1c(C)n(-c2ccc(C)cc2)c2ccc(OC(=O)COc3ccccc3)cc12	?
Cc1ccccc1C(=O)NC1CCN(c2cc(-c3cccs3)[nH]n2)C1 (configuration not stated)	?
O=C(c1ccccc1)N1Cc2[nH]cnc2C[C@H]1c1nc(-c2ccncc2)no1	11µM*
COCCNC(=O)[C@@H]1C[C@H](Oc2cccnc2)CN1C(=O)Cc1c[nH]c2ccccc12	32%[activator]
CC(Sc1ncc(S(=O)(=O)c2ccc(C(C)C)cc2)c(N)n1)C(=O)Nc1ccccc1 (configuration not stated)	?
COCC1(CNCc2ccc(F)cc2)C[C@@H](O)[C@@H](O)C1 (some centres not stated)	0%[44.1 µM]
Cc1noc(C)c1-c1cc2c(cc(C)n2C)c(NCc2ccncc2)n1	-15%[44.1 µM]
O=C(c1nc(-c2cc(Cl)cc(Cl)c2)c2ccccn12)N1CCOCC1	i
C#CCn1c(C2CC(=O)N(c3ccc(OCC)cc3)C2)nc2ccccc21 (configuration not stated)	4%
COCc1noc(CC2CCOC3(CCN(C(=O)NCc4ccc(OC)cc4)CC3)C2)n1 (configuration not stated)	-9%
CC(C)c1ccc(NC(=O)O[C@@H]2CO[C@H]3[C@@H]2OC[C@@H]3NS(=O)(=O)c2cccs2)cc1	2.2µM*
O=C(NCCc1cccs1)c1cccc2c1CCN2C(=O)Nc1ccc(F)cc1	?
O=C(N[C@@H]1CN(c2ncccn2)C[C@H]1CO)c1ccoc1	-2%
CC(C)c1nnsc1CN1CCn2nc(CCC(=O)N3CCCC3)cc2C1	-17%
CC(=O)N1c2ccccc2C(C)(c2ccc(C)cc2)CC1(C)C (configuration not stated)	?
Cc1cccc(NC(=O)CSc2nccn2Cc2ccc(F)cc2)c1C	116%[activator]
CCc1ccc(CNC(=O)c2ccc(CSc3nc4ccncc4n3Cc3ccccc3)cc2)cc1	10µM*
O=C1NC2(CCCN(Cc3ccncc3)C2)Oc2ccccc21 (configuration not stated)	-21%[44.1 µM]
CCS(=O)(=O)N(C1CC1)C1CCOC2(CCN(C(=O)c3sc(C)nc3C)CC2)C1 (configuration not stated)	4%
COc1ccc2cc(C(=O)N3CCc4n[nH]c(=O)n4CC3)[nH]c2c1	6%
O=C(c1ccc(CC2CCCNC2)cc1)N1CCc2nc[nH]c2C1 (configuration not stated)	5%
CNC(=O)c1ccc(CSc2nc3cccnc3n2Cc2cccc(F)c2)cc1	-21%
CN1CCC2(CC1)CN(C(=O)c1cnccn1)Cc1ccccc1O2	i
Cc1ccc(CNC(=O)CN(c2ccc(Cl)cc2Cl)S(=O)(=O)c2ccccc2)cc1	i
CS(=O)(=O)c1ccc(OCC2(CNCc3cccnc3)C[C@@H](O)[C@@H](O)C2)cc1 (some centres not stated)	34%[activator]
Cc1ccc(Cc2nc3ccccc3nc2SCC(=O)N2CCN(c3ccc(F)cc3)CC2)cc1	20%
Cc1ccc(NC(=O)Cn2c(=O)n(Cc3ccc4c(c3)OCO4)c(=O)c3ccc(C(=O)NC4CCCCC4)cc32)c(C)c1	?
COc1ccc(C(=O)N2CCCC3(C2)NC(=O)N(Cc2ccc(C)cc2)C3=O)cc1 (configuration not stated)	i

Following part:
SMILES	Pf Dd2 inh
COc1cc2ccccc2cc1C(=O)Nc1ccc2oc(-c3ccc(Cl)cc3)nc2c1	-2%
COc1ccc(Nc2ncc(C(=O)N3CCN(c4cccc(Cl)c4)CC3)c3ccccc23)cc1	?
CC(C)(C)c1ccc(C(=O)N2CCCC(O)(CN3CCCC3)C2)cc1 (configuration not stated)	?
CC(=O)N1CCN(c2nc(-c3c(C)noc3C)cc3cc(C(C)C)oc23)CC1	?
Cn1ncc(N2CCC(NC(=O)Cc3ccc(F)cc3)CC2)cc1=O	-11%
O=C(CCNc1c(-c2cccc(F)c2)nc2cnccn12)NCc1ccccc1	i
O=C(N1CCOCC1)N1CCN(C2CCNCC2)C(=O)C1	10%
CC(C)c1ccc(NC(=O)c2cnc3sc(N4CCOCC4)nn3c2=O)cc1	?
CCCNC(=O)Cc1csc2nc(C)c(-c3cc(C)n(-c4ccc(Cl)c(Cl)c4)n3)c(=O)n12	?
COc1cccc(C(=O)c2sc3nc(-c4ccccc4)cc(C(F)(F)F)c3c2N)c1	-9%
Cc1ccccc1Cc1c(C)nc2c(C(=O)NCCc3noc(-c4ccncc4)n3)cnn2c1C	?
O=C1CC2CCCC(C1)N2C(=O)N1CCCC1	13%[44.1 µM]
O=C(c1cccc(N2CCNC2=O)c1)N1CCCC(CCc2ccccc2F)C1 (configuration not stated)	-22%
CCCCC(=O)N1CCN(C2CCN(CCC(C)C)C2=O)CC1 (configuration not stated)	i
CC(O)c1cc2n(n1)CCN(C(=O)CCc1nc3ccc(F)cc3[nH]1)C2 (configuration not stated)	?
O[C@H]1CC[C@@H](Cc2cc(COc3ccccc3)on2)O[C@@H]1CNCc1cccnc1	?
Cc1cc(C(=O)N2[C@@H]3CC[C@H]2CC(NC(=O)c2ccncc2)C3)nn1C (some centres not stated)	-4%
COc1ccc(CN2CCOc3nc(Cc4ccccc4)ncc3C2=O)cc1	i
COc1ccc(Cn2c(=O)c3ccnn3c3ccc(C(=O)NCc4cccnc4)cc32)cc1	-35%
CC(=O)N1CC(C(=O)NC(C)c2ccccc2)CC(c2cccc(C)c2)C1 (configuration not stated)	-11%
Cc1ccccc1CSc1nc2c([nH]c3ccccc32)c(=O)n1C	16%
Cc1ccc(C2=Nc3ccccc3N(CC(=O)Nc3ccccc3F)C(=O)C2)cc1C	?
CCOc1ccc(-c2cc3c(=O)n(Cc4nc(-c5ccccc5OCC)oc4C)ccn3n2)cc1Cl	49%[activator]
COCCCNC(=O)c1cc2c(=O)[nH]c(C)cn2n1	21%
Cc1ccc(C)c(OCCn2c(C3CC(=O)N(Cc4ccc(F)cc4)C3)nc3ccccc32)c1 (configuration not stated)	?
Cc1ccc([S+](=O)([O-])N2CCC(N3CC4CCCN4C3=O)CC2)cc1 (configuration not stated)	-6%
CCOC(=O)c1ccc(NC(=O)CCn2c(=O)oc3ccccc32)cc1	26%
O=C(NCCc1ccc(Cl)cc1)C1COc2ccccc2C1 (configuration not stated)	18%
O=C(c1ccon1)N1CC[C@@H]2[C@@H](CCC(=O)N2CC2CCNCC2)C1	-10%
O=C(NC1CCCc2c1[nH]c1ccccc21)c1n[nH]c2c1CCCC2 (configuration not stated)	-11%
CC(C)c1cccc(C(C)C)c1NS(=O)(=O)c1cccs1	i
CC(=O)N1CC2(Cc3ccccc31)CN(C(=O)c1ccc(C)cc1)C2	-15%
CC(=O)Nc1ccc(CN2CCCC3(CC(c4ccccn4)=NO3)C2)cc1 (configuration not stated)	3%
O=C(Nc1cccc(Cl)c1)N1CCC(c2noc(COc3cccnc3)n2)CC1	?
O=C(Nc1cccc(F)c1)N1CCC(Oc2ncccc2C(=O)N2CCCCC2)C1 (configuration not stated)	?
CCOC(=O)C1=CN(CC(=O)N(CC)c2cccc(C)c2)S(=O)(=O)N=C1C	?
Cc1ccc2c(c1)nc1n2[C@@H](CNCc2nccn2C)COC1	?
CC(C)OCCCn1c(=O)c2ccccc2n2c(-c3ccccc3F)nnc12	i
O=C(NC1CCCCC1)c1ccc(Cn2c(SCc3ccccc3F)nc3cccnc32)cc1	i
COc1ccc(C)cc1NC(=O)C1CN(S(=O)(=O)c2cccnc2)CC12CCCCC2 (configuration not stated)	?
CN(CC1CCOCC1)C(=O)c1cccs1	-1%
COCc1cc(C)nc2sc3c(c12)NC(c1ccccc1C(=O)O)N(c1ccc(OC)cc1)C3=O (configuration not stated)	i
COc1cc(C2C(C(=O)Nc3ccccc3C)=C(C)Nc3ncnn32)ccc1OCC(N)=O (configuration not stated)	42%[activator]
O=C(c1cccc(Br)c1)N1CCN(c2cc(-c3ccc(F)cc3)[nH]n2)CC1	i
COCc1ccc2c(c1)c(OC(C)(C)C(=O)NCC(F)(F)F)nn2Cc1ccccc1	i
Cc1cccc(OCC(=O)Nc2ccc3nc(Nc4cccc(C(F)(F)F)c4)cc(C)c3c2)c1	?
COc1ccc(Cn2c(=O)[nH]c3cc(C(=O)N4CCN(c5cc(Cl)ccc5C)CC4)ccc3c2=O)cc1	i

Not all compounds are listed (hit frequency here may not be typical).
